Screens from PubChem.
D2 agonist: HTS Assay for Allosteric Agonists of the Human D2 Dopamine Receptor: Primary Screen for Agonists. D(2) dopamine receptor (Homo sapiens), P14416. HEK293 T-REx D2 cells, calcium flux agonist mode. activation, % at 2 µM. 340,000 compounds, 0.53% hits;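 active means activation over 3 SD above normal in the single-dose calcium agonist read, cut at about 30% in these data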; further: 0% is about no effect
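Agonism scored from kinetic calcium signal (1 read/sec, 180 s) following compound pin transfer, after a 10 s baseline. Cells: HEK293 Trex line expressing inducible D2 receptor coupled to calcium, dye-loaded after overnight culture at 30 C.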
IDH1 R132H inh: qHTS for Inhibitors of mutant isocitrate dehydrogenase 1 (IDH1): qHTS. IDH1-R132H enzyme, NADPH consumption, diaphorase/resazurin fluorescence. Potency, µM (series often up to 76.6 µM), inactives show top-dose activity change, negative = inhibition, usual class: inhibitors. 390,000 compounds, 0.093% hits; further: potency means the concentration at half of the fitted maximal effect; on the % scale 0 is the no-effect control and ±100 the full control effect; nearly all actives have a fitted effect of over 65% in size
Target sequence (O75874 whole entry R132H, stated change not applied): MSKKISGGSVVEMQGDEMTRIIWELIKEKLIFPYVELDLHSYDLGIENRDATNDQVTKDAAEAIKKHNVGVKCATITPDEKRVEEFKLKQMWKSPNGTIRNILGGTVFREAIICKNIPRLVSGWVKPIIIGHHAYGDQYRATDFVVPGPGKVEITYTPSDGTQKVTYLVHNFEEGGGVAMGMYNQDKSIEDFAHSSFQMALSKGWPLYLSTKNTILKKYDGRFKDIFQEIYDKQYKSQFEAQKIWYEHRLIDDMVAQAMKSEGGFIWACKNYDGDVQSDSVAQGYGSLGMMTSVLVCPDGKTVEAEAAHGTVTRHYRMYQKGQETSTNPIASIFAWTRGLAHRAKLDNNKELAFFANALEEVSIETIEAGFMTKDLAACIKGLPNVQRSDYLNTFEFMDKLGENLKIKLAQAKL
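IDH1-R132H (0.5 ug/mL) preincubated 30 min with compound, then NADPH (0.016 mM) and alpha-KG (2 mM) added; 80 min at RT, pH 7.5. Remaining NADPH coupled via diaphorase/resazurin to fluorescence (540/590 nm); concentration-response curves normalized to no-enzyme control.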
PI4K2A inh: qHTS for small molecular inhibitors of PI4K2A | 420,000 compounds, 0.13% hits | Phosphatidylinositol 4-kinase type 2-alpha (Homo sapiens), Q9BTU6 | activity change, negative = inhibition, % at 76.9 µM | purified PI4K2A, ADP-Glo luminescence, 1 h; hits give low values; in the data active means activity change below about -50%; inconclusive means mostly about -30% to -49%;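 further: -100% = wells without enzyme as full effect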
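In this quantitative HTS, ADP production by PI4K2A was quantified luminescently after 1 h at ambient temperature; 100 microM adenosine served as plate-quality control.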
TRHR enhancer: qHTS for Small Molecule Agonists and Allosteric Enhancers of Human TRH Receptor: Primary Screen for Enhancers | Thyrotropin-releasing hormone receptor (Homo sapiens), P34981 | enhancement, % at 2 µM | 360,000 compounds, 0.66% hits | TRHR cells, fluo-8 calcium fluorescence, EC20 TRH enhancement; in the data active means enhancement above about 30%; further: 0% is about no effect
Target sequence (P34981 whole entry, looked up): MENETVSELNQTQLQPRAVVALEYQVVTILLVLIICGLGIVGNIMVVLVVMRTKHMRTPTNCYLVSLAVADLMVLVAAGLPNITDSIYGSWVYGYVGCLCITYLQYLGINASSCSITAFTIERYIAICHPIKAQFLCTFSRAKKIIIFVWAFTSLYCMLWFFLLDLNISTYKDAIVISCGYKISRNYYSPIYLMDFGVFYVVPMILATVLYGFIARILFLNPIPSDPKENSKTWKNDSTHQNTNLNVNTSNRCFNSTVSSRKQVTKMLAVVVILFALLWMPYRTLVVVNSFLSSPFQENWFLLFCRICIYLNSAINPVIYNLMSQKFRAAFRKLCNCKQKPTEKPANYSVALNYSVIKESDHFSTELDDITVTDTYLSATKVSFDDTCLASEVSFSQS
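Enhancer read-out: after compound pinning and an initial kinetic agonist-mode read, an EC20 of TRH (10 nM final) was injected and fluo-8 calcium signal (Ex 480/Em 530) followed at 1 s/cycle for 100 cycles in TRHR-expressing cells.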
rTrxR1 inhibitor: qHTS Assay for Inhibitors of Mammalian Selenoprotein Thioredoxin Reductase 1 (TrxR1): qHTS | 390,000 compounds, 1% hits | Thioredoxin reductase 1, cytoplasmic (Rattus norvegicus), O89049 | Potency, µM (doses to about 114 µM), for the others: at the top dose activity change, negative = inhibition, actives largely listed as inhibitors | recombinant rTrxR1, NADPH fluorescence consumption, selenite substrate; further: potency means the concentration at half of the fitted maximal effect; on the % scale 0 is the no-effect control and ±100 the full control effect; nearly all actives have a fitted effect of over 65% in size
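Rat TrxR1 (90 nM in the dispensed reagent) was pre-reduced with 400 uM NADPH for 5 min at room temperature, then incubated with compound for 15 min. After 400 uM selenite was added, NADPH fluorescence (Ex 340/Em 450 nm) was followed for 8 min.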
D2 antag: HTS Assay for Allosteric Antagonists of the Human D2 Dopamine Receptor: Primary Screen for Antagonists; HEK293 TREx D2 cells, calcium flux, dopamine EC80; inhibition, % at 10 µM; 340,000 compounds, 2% hits; in the data active means inhibition above about 30%; further: 0% is about no effect
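Measurement of antagonist activity uses fluorescent calcium dye in inducible HEK293 T-REx D2 cells: 10 s baseline, compound addition with 180 s read, EC80 dopamine addition with a further 180 s read.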
USP1-UAF1 inh: Inhibitors of USP1/UAF1: Primary Screen; Ubiquitin carboxyl-terminal hydrolase 1 (Homo sapiens), O94782; recombinant USP1/UAF1, Ub-Rhodamine cleavage fluorescence; Potency, µM (series often up to 57.1 µM), without a hit: top-dose activity change, negative = inhibition, most hits filed as inhibitors; 390,000 compounds, 0.23% hits; further: potency means the concentration at half of the fitted maximal effect; on the % scale 0 is the no-effect control and ±100 the full control effect; nearly all actives have a fitted effect of over 60% in size; inactives centre near -12
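USP1/UAF1 complex (1 nM) preincubated 15 min at room temperature with compound, then Ub-Rho substrate (150 nM final) added. Kinetic fluorescence at 480/540 nm over 6 reads at 60 s intervals; 50 mM HEPES pH 7.8, 0.5 mM EDTA, 0.1 mg/ml BSA, 1 mM TCEP, 0.01% Tween-20.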
TRHR agonist: qHTS for Small Molecule Agonists and Allosteric Enhancers of Human TRH Receptor: Primary Screen for Agonists | 360,000 compounds, 0.18% hits | activation, % at 2 µM | Thyrotropin-releasing hormone receptor (Homo sapiens), P34981 | TRHR cells, calcium flux fluo-8, FDSS agonist mode; in the data active means activation above about 30%; further: 0% is about no effect
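In this calcium-flux screen, cells bearing human TRHR are dye-loaded with fluo-8, baselined for 10 cycles, then exposed to library compounds; positive kinetic calcium responses during the agonist phase mark hits, with TRH as control.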
TrxR1 substrate: qHTS Assay for Substrates of Mammalian Selenoprotein Thioredoxin Reductase 1 (TrxR1): qHTS; Thioredoxin reductase 1, cytoplasmic (Rattus norvegicus), O89049; purified TrxR1 substrate turnover, NADPH consumption readout; Potency, µM (titrated, usually from 114 µM), inactives show top-dose activity change, negative = substrate turnover; 390,000 compounds, 0.01% hits; further: potency means the concentration at half of the fitted maximal effect; on the % scale 0 is the no-effect control and ±100 the full control effect; nearly all actives have a fitted effect of over 50% in size
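Rat TrxR1, dispensed at 90 nM, was prereduced with 400 uM NADPH (final) for 5 min at ~22 deg C, then incubated with compound 15 min before 400 uM selenite. A first-read NADPH fluorescence drop versus no-compound background flagged substrates.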
* hit, by the source's call; ? = inconclusive; nt = no result given; [ ] = dose if it differs, or a comment. Unless noted, the call rests on the fitted dose curve; in most records, active means well fitted inhibition curve with a large enough effect; inconclusive means small, poorly fitted or top-dose-only effect; inactive means no such curve, though single readings can be large or run the other way.

A first look, four compounds:
SMILES	D2 agonist	IDH1 R132H inh	PI4K2A inh	TRHR enhancer	rTrxR1 inhibitor	D2 antag	USP1-UAF1 inh	TRHR agonist	TrxR1 substrate
Cc1ccc(S(=O)(=O)Nc2cccc(C(=O)NCc3cccnc3)c2)cc1F	-0.1	8%	-2	3	1%	-10	-17%	-0.3	-4%
CCOCCCNC(=O)C(NC(=O)Cc1cccs1)c1ccc(Cl)cc1 (stereo not given)	2.0	-4%	0	-4	32%[activator][57.1 µM]	12	?	-0.8	6%[57.1 µM]
COc1cccc(C2c3cc4c(cc3OC(N3CCCC3)C2C)OCO4)c1O (stereo not given)	nt	-1%	7	nt	2%[11.4 µM]	nt	-23%	nt	0%[57.1 µM]
CN(Cc1ccccc1)S(=O)(=O)c1ccc(S(=O)(=O)N(Cc2ccc(F)cc2)C2CCCC2)cc1	-0.1	5%	4	-4	24%[57.1 µM]	3	-20%	-0.4	9%[57.1 µM]

The whole of this part, from the start:
SMILES	D2 agonist	IDH1 R132H inh	PI4K2A inh	TRHR enhancer	rTrxR1 inhibitor	D2 antag	USP1-UAF1 inh	TRHR agonist	TrxR1 substrate
Cc1ccc(S(=O)(=O)Nc2cccc(C(=O)NCc3cccnc3)c2)cc1F	-0.1	8%	-2	3	1%	-10	-17%	-0.3	-4%
CCOCCCNC(=O)C(NC(=O)Cc1cccs1)c1ccc(Cl)cc1 (stereo not given)	2.0	-4%	0	-4	32%[activator][57.1 µM]	12	?	-0.8	6%[57.1 µM]
COc1cccc(C2c3cc4c(cc3OC(N3CCCC3)C2C)OCO4)c1O (stereo not given)	nt	-1%	7	nt	2%[11.4 µM]	nt	-23%	nt	0%[57.1 µM]
CN(Cc1ccccc1)S(=O)(=O)c1ccc(S(=O)(=O)N(Cc2ccc(F)cc2)C2CCCC2)cc1	-0.1	5%	4	-4	24%[57.1 µM]	3	-20%	-0.4	9%[57.1 µM]
N#C/C(C(=O)N1CCCCC1)=C1\Nc2ccccc2S1	0.2	-1%	3	2	-6%	3	-16%	0.3	-7%
C(=N\Nc1nc(N2CCCC2)nc(N2CCCC2)n1)/c1cccnc1	4.2	-7%	-4	1	-4%	0	-13%	-0.7	-3%
O=C(O[C@@H]1[C@H](Cc2ccccc2)NS(=O)(=O)[C@H]2C[C@@H]3C=C[C@]12O3)c1ccccc1Br	nt	-3%	-1	15	-8%[57.1 µM]	nt	-15%	0.3	-5%[57.1 µM]
CC(C)Oc1ccc(C2c3c(oc4ccccc4c3=O)C(=O)N2CCCN2CCOCC2)cc1 (stereo not given)	-0.9	-10%	3	7	?	19	-6%	0.1	6%
COc1ccc(CNc2nc(-c3cccnc3)nn2C(C)=O)cc1	-1.0	11%	0	-2	12%[57.1 µM]	2	1%	-0.1	4%[57.1 µM]
O=C(NC1CCCCC1)C1CC(=O)N(Cc2ccccc2)C1 (stereo not given)	-0.5	4%	-13	-3	16%	0	-17%	-1.8	0%
CCN(Cc1ccccc1)C(=O)Cn1c(=O)n(-c2ccc(F)c(Cl)c2)c(=O)c2sc3ccccc3c21	0.6	4%	14	-9	5%	nt	-30%	0.2	11%
COc1ccccc1N(CC(=O)NC1CCCC1)C(=O)CCC(=O)Nc1cc(C)on1	0.5	4%	6	-9	5%	25	-16%	-1.3	-1%
CCCCNC(=S)N(CCN(CC)CC)Cc1cc2cc3c(cc2[nH]c1=O)OCCO3	-2.5	-1%	1	0	14%	9	-9%	0.1	32%[activator]
C#CCN1C=CC(=O)[C@@H](OC(=O)Nc2ccccc2Br)[C@H]1c1ccccc1Br	nt	9%[38.3 µM]	3	nt	17%	nt	-17%	nt	0%
Cc1ccc(NC(=O)CSc2nnc(-c3ccc(S(=O)(=O)N4CCCC4)cc3)o2)cc1C	-0.2	3%	3	-10	31%	-1	-15%	0.1	12%
COc1cc(OC)c(Nc2cc(C)nc3ncnn23)cc1Cl	1.4	24%	-7	-3	-18%	nt	-13%	-0.8	-11%
COc1ccc(-c2cc(C(=O)Nc3cnn(Cc4ccccc4C)c3)no2)cc1OC	0.3	11%	-1	-8	30%	0	-9%	0.6	85%[activator]
Cc1nc(-c2ccc(F)cc2)c(CC(=O)Nc2cccc(S(=O)(=O)N3CCOCC3)c2)s1	-0.6	2%	2	-4	21%	23	-20%	-0.1	6%
O=[N+]([O-])c1cc2c(c3cccnc13)COCO2	nt	10%	2	nt	2%[57.1 µM]	nt	-8%	nt	5%[57.1 µM]
CCOc1ccc(NS(=O)(=O)c2ccc(NC(C)=O)c(OC)c2)cc1	0.4	4%	-2	20	19%	-8	-21%	-1.0	8%

Some entries already given, limited to PI4K2A inh, D2 antag and TRHR enhancer:
Compound	PI4K2A inh	D2 antag	TRHR enhancer
O=C(O[C@@H]1[C@H](Cc2ccccc2)NS(=O)(=O)[C@H]2C[C@@H]3C=C[C@]12O3)c1ccccc1Br	-1	nt	15
C(=N\Nc1nc(N2CCCC2)nc(N2CCCC2)n1)/c1cccnc1	-4	0	1

(more compounds)
SMILES	D2 agonist	IDH1 R132H inh	PI4K2A inh	TRHR enhancer	rTrxR1 inhibitor	D2 antag	USP1-UAF1 inh	TRHR agonist	TrxR1 substrate
S=C(Cc1ccccc1)NCCc1ccccc1	-1.5	5%	-4	1	-6%	-1	14%	-0.6	-11%
C/C(=N\OC(=O)c1ccccc1)c1cc(-c2ccc(Cl)cc2)no1	nt	7%	1	nt	15%[57.1 µM]	nt	-9%	nt	-6%[57.1 µM]
Cc1ccc(-c2ccc(SCC(=O)c3ccccc3)nn2)cc1	0.4	7%	2	1	-7%	12	-11%	0.8	-9%
Cc1nc(NC(=O)c2ccc(Br)o2)sc1C	0.4	6%	-5	-3	-11%	-8	-10%	-0.4	-10%
Cc1cc(C)nc(SCC2COc3ccccc3O2)n1 (stereo not given)	1.0	-1%	-1	10	-1%	-12	-17%	0.0	-3%
OCCC1CN(Cc2ccc3c(c2)CCO3)CCN1C1CCCC1 (stereo not given)	-0.7	2%	3	19	16%	4	-18%	0.6	4%
Cc1ccc(NC(=O)CSc2nnc([C@H](C)NC(=O)OC(C)(C)C)o2)c(C)c1	-5.6	-5%	-1	-6	13%[57.1 µM]	5	-2%	-3.4	4%
Cc1cc2cc(CN(CCN3CCOCC3)C(=O)Nc3ccccc3F)c(=O)[nH]c2cc1C	-2.3	8%	7	-1	-20%	2	-13%	0.0	7%
COc1ccc(-c2csc(NC(=O)c3ccoc3C)n2)cc1	-0.8	0%	1	1	16%[57.1 µM]	0	-13%	-0.1	3%[57.1 µM]
NC(=O)C1CCN(c2oc(-c3ccccc3F)nc2S(=O)(=O)c2ccc(Cl)cc2)CC1	-1.4	5%	-1	10	-59%	-1	-15%	-1.7	-8%[57.1 µM]
COCCNC(=O)c1cn(C)c2ccc(S(=O)(=O)N(C)C3CCCCC3)cc2c1=O	-1.1	-5%	-2	5	13%	-1	?	0.1	-5%
Cc1c(C(=O)N2CCOCC2)c(S(=O)(=O)Nc2ccccc2F)c(C)n1C	0.2	0%	-1	2	17%	18	-13%	-0.3	10%
O=S(=O)(Nc1cccnc1)c1cc(Cl)ccc1Cl	-0.4	2%	-1	-1	15%	16	6%	0.5	3%[57.1 µM]
CC[C@@]1(C(=O)OC)N[C@H](CN(C)S(=O)(=O)c2ccccc2)[C@@H]2C(=O)N(C)C(=O)[C@@H]21	nt	-1%	1	nt	16%	nt	-19%	nt	5%
O=S(=O)(c1ccccc1)c1cnc(-c2cccnc2)nc1-c1ccc(Cl)c(Cl)c1	-0.4	0%	-2	1	29%	2	-8%	-1.0	9%
CCOc1ccc(Nc2nc3c(c(=O)[nH]2)CCC3)cc1	-0.2	-3%	2	-3	-14%[57.1 µM]	-12	2%	-0.3	0%[57.1 µM]
CCc1ccccc1NC(=O)CC1NCCNC1=O (stereo not given)	0.6	-7%	1	-8	-10%	nt	-9%	0.9	-2%
Cc1ccc2oc(-c3cccc(NC(=O)c4ccccn4)c3)nc2c1	nt	1%	-2	nt	24%	nt	-26%	nt	9%
CCOc1ccc(NC(=O)CN(C)C(=O)c2ccc3[nH]c4c(c3c2)CC(C)CC4)cc1OCC (stereo not given)	-0.5	5%	-2	0	3%	-11	-20%	0.2	0%
CC(C)Cn1c(N)c(C(=O)COC(=O)[C@@H]2CCCN2C(=O)c2cccs2)c(=O)n(C)c1=O	0.0	-4%	1	0	4%[57.1 µM]	-6	-22%	0.2	-1%[57.1 µM]
O=C(Nc1cccc(-c2cn3cccnc3n2)c1)c1cc(Br)ccc1Cl	-0.5	0%	0	-3	21%[57.1 µM]	nt	?	0.4	15%[57.1 µM]
CCOC(=O)N1CCN(C(=O)c2ccccc2NC(=O)c2ccc(F)cc2)CC1	0.0	4%	1	3	13%	-6	3%	0.0	-4%

Random draw from the library. About 3.9% of those tested had a hit in this group.
